Assay outcomes: PubChem, several laboratories
HUVEC tox IL1B: HUVEC cytotoxicity counter-screen, IL-1B stimulated. HUVEC cell count loss, Hoechst imaging. cell count reduction, % at 2 µM. hit rate 0.41% among 94,000;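 active = cell count reduction more than 3 SD above the screen-wide mean, cut at about 70% in these data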;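 note: normalized per plate to untreated control cells as the no-loss baseline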
sEH inh: blocks human soluble epoxide hydrolase activity | P34913 | recombinant human sEH enzymatic activity assay | inhibition, % at 2 µM | hit rate 0.34% among 91,000 | AID 707; in the data active = inhibition above about 80%; note: values of inactives mirror those of a sister screen read the other way; many of its hits are not listed in these tables
Target sequence (P34913 whole entry, looked up): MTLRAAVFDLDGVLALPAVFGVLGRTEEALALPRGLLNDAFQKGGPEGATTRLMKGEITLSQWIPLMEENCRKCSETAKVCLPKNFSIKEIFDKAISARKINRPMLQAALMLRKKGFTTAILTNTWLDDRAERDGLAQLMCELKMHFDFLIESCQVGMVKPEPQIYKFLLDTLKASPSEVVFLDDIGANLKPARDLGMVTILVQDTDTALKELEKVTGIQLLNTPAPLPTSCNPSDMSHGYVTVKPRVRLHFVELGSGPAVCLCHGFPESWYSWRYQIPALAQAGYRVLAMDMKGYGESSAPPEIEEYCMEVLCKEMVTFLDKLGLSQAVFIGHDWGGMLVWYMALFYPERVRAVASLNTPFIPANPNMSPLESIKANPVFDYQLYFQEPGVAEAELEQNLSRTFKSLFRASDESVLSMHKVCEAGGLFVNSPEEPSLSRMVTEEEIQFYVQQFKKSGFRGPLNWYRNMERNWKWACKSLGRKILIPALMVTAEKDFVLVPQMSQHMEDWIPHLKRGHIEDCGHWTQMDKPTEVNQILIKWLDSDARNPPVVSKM
hDAT+cocaine: modulates human dopamine transporter uptake under cocaine; hit rate 1.3% among 110,000; AID 449768; Q01959; B-score at 10 µM; LLC-PK1 hDAT cells, [14C]-dopamine uptake with cocaine IC80; actives deviate in either direction;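 active = Z score or B-score, a plate-position-corrected score, falls beyond the plate's 99.7% confidence bounds, in either direction; inactive = both scores lie inside the 99.7% bounds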;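 note: scored against the spread of the other compound wells on the same plate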
VCAM1 TNFa inh: reduces TNF alpha induced VCAM1 expression in HUVEC; hit rate 0.48% among 95,000; AID 802; inhibition, % at 2 µM; HUVEC TNFa-induced VCAM-1 immunofluorescence, high-content imaging;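 active = inhibition above the batch mean plus 3 SD, with images confirmed as a hit by eye, cut at about 37% in these data; inconclusive = inhibition above that limit but hit not confirmed in images; inactive = inhibition not above that limit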;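 note: 0% = TNF-stimulated DMSO wells and 100% = unstimulated control wells; not every result past the cut was called active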
PLK1 kinase inh: blocks human PLK1 kinase activity. P53350. recombinant PLK1 kinase, TR-FRET peptide phosphorylation. inhibition, % at 10 µM. hit rate 0.53% among 97,000. AID 619;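 active = inhibition of 50% or more in the single-concentration screen; inactive = inhibition below 50%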;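 note: 0% = DMSO max control and 100% = H-89 dihydrochloride min control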
HUVEC tox TNFa: HUVEC cytotoxicity counter-screen, TNF alpha stimulated. HUVEC TNFalpha-stimulated, Hoechst cell count, imaging. hit rate 0.17% among 93,000. cell count reduction, % at 2 µM;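 active = cell count reduction exceeding the screen mean by over 5 SD, scaled to untreated wells per plate, cut at about 78% in these data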;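 note: cells counted after 24 h of TNF alpha exposure following the 1 h pretreatment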
PLK1 PBD inh: inhibitors of human Plk1 polo box domain binding | hit rate 0.13% among 97,000 | inhibition, %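 (tested at about 20 µM)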 | P53350 | Plk1 PBD phosphopeptide binding, fluorescence polarization; in the data active = inhibition above about 34%, passing the limit was not always enough
F-actin modifier: alters cytoskeleton assembly in HUVEC cells; HUVEC TNFa F-actin phalloidin imaging, high content; inhibition, % at 2 µM; hit rate 0.18% among 91,000;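 active = inhibition above the batch mean plus 3 SD and confirmed as a hit by visual image inspection, cut at about 30% in these data, passing the limit was not always enough; inconclusive = above the inhibition threshold but rejected on visual inspection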; note: strong numbers were not always called active
Ecoli WT expand: E. coli BW25113 growth inhibition, expanded screen; OD600 absorbance; growth inhibition, % at 100 µM; hit rate 0.15% among 98,000;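 active = growth inhibition above about 50% at one test dose, limit read from the data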;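 note: growth measured after 20 h incubation at 37 °C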
An asterisk follows results filed as active; ? = inconclusive; . = no result given.

SMILES	HUVEC tox IL1B	sEH inh	hDAT+cocaine	VCAM1 TNFa inh	PLK1 kinase inh	HUVEC tox TNFa	PLK1 PBD inh	F-actin modifier	Ecoli WT expand
CCOC(=O)N1CCN(C(=O)c2ccc3c(c2)sc2nc(-c4ccccc4)cn23)CC1	-29	2	0.79	-31	-13	-46	14	14	-1
O=C(Nc1c(-c2ccccc2)nc2c(Br)cc(Br)cn12)c1ccco1	-9	-17	0.02	4	-12	-32	14	10	-11
COc1ccc(Cc2nnn(CC(=O)O)n2)cc1	16	8	-1.4	-8	-4	-25	-29	23	1
COc1ccc(-c2nnn(CC(=O)c3ccc4c(c3)OCCO4)n2)cc1OC	6	-1	-0.37	-1	-11	-5	-18	0	.
CC1CCCCC12NC(=O)N(Cn1nnc3ccccc3c1=O)C2=O (stereo unspecified)	-9	3	-0.059	19	-5	-41	-19	-43	1
COc1ccc(C(=O)NC(=S)N2CCCCC2)cc1	9	-20	1.7	10	-15	18	-12	-10	9
COc1ccc(NC(=O)C(=O)N2N=C(C(C)C)CC2(O)C(F)(F)F)cc1 (stereo unspecified)	2	0	-0.2	1	-11	-6	27	-12	-10
CCCc1nc2ccccc2c(C(=O)OCC(=O)Nc2cccc(S(=O)(=O)N3CCOCC3)c2)c1CC	-25	.	0.55	9	-8	-17	-21	-10	-5
COCCn1c(SCC(=O)Nc2ccc(Cl)c(S(=O)(=O)N(C)C)c2)nc2ccccc21	6	20	0.64	4	-5	-35	-7	26	-9
Nc1nnc(SCc2coc(-c3ccc(Cl)cc3)n2)s1	-33	16	0.98	4	-4	-39	-27	16	-3
Cc1c(NC(=O)c2ccccc2)c(=O)n(-c2ccccc2)n1C	12	-7	-1.4	-32	-11	.	3	-6	.
O=S(=O)(c1ccc(-c2nnc(SCc3ccccc3)o2)cc1)N1CCCC1	-12	-2	0.72	15	-13	-34	13	7	-12
COCc1c(C(=O)OCC(=O)N2c3ccccc3CC2C)oc2ccccc12 (stereo unspecified)	-14	-7	-0.15	-4	-12	-17	-11	16	7
Cc1cc(=O)[nH]c2cc(O)ccc12	-5	3	-1.5	6	-8	-8	0	-25	3
CC(=O)Nc1ccc(NS(=O)(=O)C(F)(F)F)cc1	8	-3	-2.2	11	-6	5	-5	6	1
O=C(NCc1cccnc1)c1ccc(S(=O)(=O)N2CCOCC2)cc1	-15	.	0.4	10	-2	-26	11	12	4
NC(=O)CSc1ncnc2c1cnn2Cc1ccccc1	-33	-4	-1.1	8	-4	-17	11	-4	1
Cc1cccc(C(=O)NC2CC(C)(C)NC(C)(C)C2)c1	20	-5	-0.14	17	1	-13	-14	-4	4
N#CCSc1nc2ccc(N3CCCCC3)cc2c(=O)n1Cc1ccccc1	0	-5	-0.048	9	-10	-1	11	28	-14
CCN(CC)c1ccc(C(=O)OCC(=O)c2ccco2)cc1	-68	6	-0.32	19	0	-34	-15	-12	2
CCCCSC1(SCCCC)N=C(N)C2(C#N)C(c3ccccc3)NC(C)=C(C)C12C#N (stereo unspecified)	-13	5	0.012	5	-6	-12	13	28	-14
O=C(N/N=C1\CCCc2ccccc21)c1cccc([N+](=O)[O-])c1	11	68	1.1	-8	-2	1	2	-7	-18
Cc1noc(C)c1CSCC(=O)OCC(=O)NC1CCCCC1	2	-3	.	-9	-13	-20	0	2	-3
CCCCCCC(=O)N(O)C1CC(=O)N(Cc2ccccc2)C1=O (stereo unspecified)	-48	30	-0.011	8	-8	-32	-14	15	7
CCCN(CCC)CC(=O)NCC1(c2ccccc2)CCOCC1	-20	12	-0.39	-6	-8	-10	-2	-4	.
O=C(c1cc2c(=O)oc3ccccc3c2s1)N1CCOCC1	-13	.	0.47	10	-22	-25	-13	-2	3
CCCNC(=O)CS(=O)Cc1nc(-c2cccc(OC)c2)oc1C (stereo unspecified)	-2	6	0.9	16	-6	-31	-10	14	1
COC(=O)CSc1nnc(-c2cnccn2)n1C	-9	-3	0.22	3	-14	-9	-14	-7	-3
N#CCCn1cc(/C=N/O)c(-c2ccc(Cl)cc2)n1	1	-12	-0.32	-12	0	3	15	-29	9
CCOC(=O)c1nn(-c2ccccc2C)c2nc(-c3ccc(C)cc3)c(C#N)c(=O)n12	-7	11	-0.47	-2	-15	-10	-17	-9	-8
COc1cccc(Nc2c(F)c(F)c(F)c(F)c2C(=O)O)c1	-5	-6	0.3	18	-10	-10	-13	-10	8
CC1=CC(C)(C)N2C(=O)C3(SCC(=O)N3c3ccc(F)cc3)c3cc(C)cc1c32 (stereo unspecified)	-4	-12	-0.42	-4	9	-66	6	.	1
Cn1c(=O)c2c(nc(OCc3cccnc3)n2Cc2ccccc2)n(C)c1=O	-24	-4	0.92	-3	-1	-29	1	0	0
COc1ccc(Cn2nnnc2C(c2ccccc2Cl)N2CCC(C(N)=O)CC2)cc1 (stereo unspecified)	4	9	.	-9	-8	0	-19	-18	-6
O=C(NNc1cccc(Cl)n1)Nc1ccc(Cl)cc1	5	6	-0.78	4	-10	-41	-21	30	-6
COc1ccc(Cn2c(/C=C/c3ccccc3)nc3ccccc32)cc1	.	.	-0.092	.	-19	.	-24	.	-18
O=C(Nc1ccc2c(c1)OCO2)c1noc2c1CCCCC2	-40	3	-1.9	-37	-10	-80	11	-6	3
Cn1c(=O)[nH]c(=O)c2c1nc(NCc1ccccc1)n2CC(O)c1ccccc1 (stereo unspecified)	20	-19	-0.085	6	-13	17	24	-29	0
COCCCN1C(=O)c2ccc(C(=O)Nc3ccc(OC)cc3OC)cc2C1=O	-4	4	0.94	8	-10	-6	11	-16	-2
CC(C)(C)CC(=O)Nc1nnc(C(F)(F)F)s1	-52	10	2.8*	3	-14	.	-11	-7	.

Random excerpt: 3 compounds from above
SMILES	HUVEC tox IL1B	sEH inh	hDAT+cocaine	VCAM1 TNFa inh	PLK1 kinase inh	HUVEC tox TNFa	PLK1 PBD inh	F-actin modifier	Ecoli WT expand
N#CCSc1nc2ccc(N3CCCCC3)cc2c(=O)n1Cc1ccccc1	0	-5	-0.048	9	-10	-1	11	28	-14
CCCc1nc2ccccc2c(C(=O)OCC(=O)Nc2cccc(S(=O)(=O)N3CCOCC3)c2)c1CC	-25	.	0.55	9	-8	-17	-21	-10	-5
Cc1c(NC(=O)c2ccccc2)c(=O)n(-c2ccccc2)n1C	12	-7	-1.4	-32	-11	.	3	-6	.

Other records.
SMILES	HUVEC tox IL1B	sEH inh	hDAT+cocaine	VCAM1 TNFa inh	PLK1 kinase inh	HUVEC tox TNFa	PLK1 PBD inh	F-actin modifier	Ecoli WT expand
O=C(Nc1ccccc1C(=O)N1CCOCC1)c1ccncc1	26	-2	-0.51	0	-9	-8	-4	-11	1
Cc1nnc(SCc2ccc(C(=O)c3ccc(Cl)cc3)o2)n1-c1ccccc1	-9	2	2.2	4	-10	-25	-4	16	.
O=C(O)c1cc2c(o1)CCC/C2=N\O	-25	8	1.3	-22	-2	-37	18	-3	-1
COc1ccccc1NC(=O)c1c(NC(=O)c2ccco2)sc2c1CCC2	-39	-13	-1.1	5	-3	-32	-11	28	-12
O=C(c1ccc2snnc2c1)N1CCOCC1	-1	-12	-0.073	7	3	-9	-19	11	-1
Nc1nnc(SCC(=O)Nc2ccc(S(=O)(=O)N3CCOCC3)cc2)s1	-4	-4	0.98	6	-6	-11	6	0	0
Cc1ccc(S(=O)(=O)Oc2ccc(/C=C(/NC(=O)c3ccccc3)C(=O)Nc3ccccc3)cc2)cc1	6	-4	-0.5	28	-11	-5	-25	-9	-12
CCc1cc2ccc(C)cc2nc1SCC(=O)N1CCN(C(=O)c2ccco2)CC1	-17	7	0.29	-6	-14	4	2	4	-15
COC(=O)C1=C(C)N=C2SCCC(=O)N2C1/C=C/c1ccccc1 (stereo unspecified)	-8	-3	-0.14	5	-2	-16	-24	20	2
COC(=O)c1sccc1-n1cccc1C(=O)C(=O)N1CC(C)OC(C)C1 (stereo unspecified)	8	3	1.8	3	-13	-5	9	8	-2
COc1ccc(SCc2noc(C(=O)NC(C)C)c2C(=O)O)cc1	10	2	0.63	-9	-13	-16	-1	-5	-3
CCOC(=O)CNC(=O)c1sc(NC(=O)c2ccccc2F)nc1C	-45	19	-0.65	-2	-7	-12	5	43	-5
COc1ccc(-n2cnc3cc(NCc4ccccn4)ccc32)cc1	0	9	1.6	5	-11	25	0	-9	5
COC(=O)C1C(=O)NC(SC)=C(C#N)C1c1ccccc1 (stereo unspecified)	-23	-2	1.4	14	-8	-13	-13	20	-2
Cc1ccc(-c2nnc(SCC#CCOC(=O)c3cccs3)o2)cc1	12	2	0.74	4	-14	-13	0	0	-9
Clc1ccccc1-c1nc2ccccc2c2nncn12	2	-10	-0.78	-24	8	-10	17	9	-16
Cc1ccc(C(=O)O/N=C/c2c(N3CCOCC3)n(C)c3ccccc23)cc1	-19	-16	-0.13	5	-10	-6	-35	-4	7
CC(=O)Nc1ccc(OCC(O)CN2CCN(Cc3ccccc3)CC2)cc1 (stereo unspecified)	-1	-4	-0.6	-38	-7	-8	-9	11	5
Cc1ccc(C2CC(c3ccco3)n3ncnc3N2)cc1 (stereo unspecified)	-12	-1	-0.073	-5	-2	5	-4	5	9
Cn1c(NC(=O)c2cccs2)cc(=O)n(C)c1=O	-11	-12	-1.4	5	-3	-14	17	5	-3
COc1ccc(-c2nn3c(-c4ccc(F)cc4)nnc3s2)cc1	7	-8	0.73	-21	-2	25	13	-11	-10
COc1ccccc1/C=C/C(=O)c1cc(Br)ccc1OC(=O)c1ccco1	3	6	2.6*	.	-9	.	-1	.	.
O=C(CSc1ncn[nH]1)Nc1ccccc1-c1ccccc1	-12	0	-0.03	-3	-8	-5	20	19	8
C=CCNC(=S)Nc1cccc2ccccc12	22	-8	0.014	-2	-5	6	0	-34	11
COCCn1cc(C(=O)N2CCCC(C)C2)c2c3ccccc3n(C)c2c1=O (stereo unspecified)	-1	6	0.97	-9	-5	-22	19	-1	3
CCOC(=O)Cn1nnnc1CN(CCc1ccccc1)Cc1cc2cc(CC)ccc2[nH]c1=O	-19	18	1.7	?	14	83*	-13	.	-9
N#Cc1nc(COc2ccc(Br)cc2)oc1N1CCCC1	-4	10	-0.14	21	-12	-15	24	-4	-4
CNC(=S)Nc1cccc2[nH]ncc12	-26	0	0.054	-8	2	0	-3	12	-4
CCOc1ccc(NC(=O)N2CCC(n3c(=O)[nH]c4ccccc43)CC2)cc1	2	23	2.8*	4	1	-9	-20	-8	6
CC(NC(=O)c1ccco1)C(=O)Nc1nc(-c2ccccn2)cs1 (stereo unspecified)	18	0	0.79	-10	17	-5	2	20	3
O=S(=O)(NC(=NC1CCCC1)C(F)(F)F)c1ccccc1	-8	-9	-0.21	13	-11	3	-1	-2	2
CCCNC(=O)c1cc(SC)ccc1Cl	-3	-2	.	6	-22	-41	30	7	5
CCOC(=O)c1c(C)n(C)c2ccc(OCC(O)Cn3nc(C)c(Br)c3C)cc12 (stereo unspecified)	-26	-2	-8.5*	-4	-3	-4	-6	13	.
COc1ccccc1N(CC(=O)Nc1ccc(F)c(F)c1)S(C)(=O)=O	-5	2	0.023	6	-14	-5	7	6	6
COC(=O)COC(=O)c1ccc(Oc2nc(OC)nc(N(C)C)n2)cc1	12	-2	0.86	-2	-16	-34	-37	0	3
COc1ccc(-c2cc(C(=O)N3CCN(C(c4ccccc4)c4ccccc4)CC3)no2)cc1OC	-1	11	0.73	-11	-6	-3	-8	41	-10
CCc1nc(SCC(=O)Nc2cccc(C(F)(F)F)c2)c2c(=O)n(C)c(=O)n(C)c2n1	-46	-4	-0.9	18	-2	-30	-14	-8	-9
N#CCCn1c(C2CCCCC2)nc2ccccc21	-21	-3	0.23	6	-2	-6	-1	1	4
Cn1c(SCC(=O)N2CCN(c3ccccc3)CC2)nnc1-c1ccncc1	-26	5	0.64	-3	-6	-25	13	14	.
CN(C(=O)c1cc2sccc2n1C)C1CCCCC1	-7	12	-0.64	10	-3	-16	4	29	6
